ALOX12 inh = ALOX12 (human) lipoxygenase inhibition | purified 12hLO, xylenol orange hydroperoxide absorbance | Potency, µM (top dose mostly 108 µM), inactives show at the highest dose activity change, negative = inhibition, most hits filed as inhibitors | 580,000 compounds, 1.1% hits | AID 1671190; active = well fitted inhibition curve with a large enough effect; inconclusive = small, poorly fitted or top-dose-only effect, or another doubt; inactive = no such curve, though single readings can be large or run the other way
Target sequence (P18054 whole entry, looked up): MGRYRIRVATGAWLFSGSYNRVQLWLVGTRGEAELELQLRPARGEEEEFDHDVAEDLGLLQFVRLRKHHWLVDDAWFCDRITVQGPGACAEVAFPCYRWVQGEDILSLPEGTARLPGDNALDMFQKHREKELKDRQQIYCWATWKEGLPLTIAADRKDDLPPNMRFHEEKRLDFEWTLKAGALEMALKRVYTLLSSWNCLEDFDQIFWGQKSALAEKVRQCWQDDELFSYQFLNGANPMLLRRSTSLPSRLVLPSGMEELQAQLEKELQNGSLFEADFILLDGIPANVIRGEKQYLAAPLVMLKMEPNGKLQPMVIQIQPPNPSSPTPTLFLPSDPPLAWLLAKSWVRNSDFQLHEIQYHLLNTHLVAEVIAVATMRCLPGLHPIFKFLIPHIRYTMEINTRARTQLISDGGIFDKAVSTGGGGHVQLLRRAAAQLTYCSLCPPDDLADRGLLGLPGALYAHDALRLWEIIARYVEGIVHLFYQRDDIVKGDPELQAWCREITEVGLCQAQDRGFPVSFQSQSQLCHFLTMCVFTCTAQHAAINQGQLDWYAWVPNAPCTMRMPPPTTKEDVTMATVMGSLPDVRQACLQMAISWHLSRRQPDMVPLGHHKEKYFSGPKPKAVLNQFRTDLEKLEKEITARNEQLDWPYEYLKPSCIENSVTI
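Purified human 12hLO at 150 nM in 25 mM Hepes, 0.01% Triton X-100, pH 7.0, preincubated 15 min at room temperature with compound. Reaction started with 40 uM arachidonic acid, 30 min at room temperature. Hydroperoxide measured by Fe-xylenol orange, 573/405 nm absorbance ratio.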
* = called active by the depositor; ? = inconclusive; & = joins results of further samples; [ ] = dose if it differs, or a comment. % is scaled to controls: 0 for no effect and ±100 for the full control effect; potency is read from the fitted curve at half-maximal effect.

ALOX12 inh	Molecule
84.0%[activator]	COc1cccc(-c2cc(C(=O)N[C@@H](C)c3ncccc3C)[nH]n2)c1
54.4%[activator]	Cc1cccc(NC(=O)N2CCCCC2c2nc(-c3cnccn3)n[nH]2)c1 (stereo not drawn)
-5.5%	CC(C)N(C(=O)COC(=O)c1cc(=O)c2ccccc2o1)C(C)C
-13.7%	C/C=C/Cn1c(SCC(=O)Nc2ccccc2)nc2c1c(=O)[nH]c(=O)n2C
?	CSc1ccc(-c2nc3cnccn3c2NC2CCCCC2)cc1
?	CC(C)(C)NC(=O)CSc1ncc(-c2cccc(Br)c2)o1
1.4%[176 µM]	O=C(C[C@@H]1C[C@H]2O[C@H](CNC3CCCCC3)[C@@H](O)[C@H]2O1)N1CCC(F)(F)C1
?	Cc1cc2oc(=O)cc(CN3CCN(CC(=O)N4CCCCC4C)CC3)c2cc1C (stereo not drawn)
6.7%[176 µM]	CS(=O)(=O)c1ccc(CN2C[C@H](O)C[C@H]2c2nc(-c3ccc(F)cc3)no2)cc1
109.0%[activator]	CC1=C[C@@H](CNCc2ccccn2)[C@H](C(C)C)C[C@H]1Cc1nnc(-c2ccc(N(C)C)cc2)o1
4.9%	COCCn1nc2n(c1=O)CCN(C(=O)c1ocnc1C)CC2
31.2%	O=C(Cc1ccccn1)N1CCCC(c2nn(-c3ccccc3)c(=O)[nH]2)C1 (stereo not drawn)
23.1%	COCc1ccc2c(c1)c(OC(C)(C)C(=O)NCC1CCOCC1)nn2Cc1cccnc1
-1.6%	CN(CC(=O)Nc1cccc2ccccc12)C(=O)c1ccc(NS(=O)(=O)c2ccc(F)cc2)cc1
21.6%[176 µM]	CCC(CC)C(=O)N[C@H]1CO[C@H]2[C@@H]1OC[C@H]2O
11.6%	CCc1nc2ccccc2c(C(=O)OCC(=O)NC2(C#N)CCCC2)c1C
?	Cc1ccccc1-c1nc(S(=O)(=O)c2ccc3c(c2)OCCO3)c(NCCN2CCOCC2)o1
14.4%	CC1(C)C(=O)N(CCOc2ccccc2)[C@H]2CN(c3cccc(C(F)(F)F)c3)C[C@@H]2[S+]1(=O)[O-]
35.3%[activator]	O=C1CCN(C(=O)c2cc3ccccc3[nH]2)CCOCCN1
22.6%	CN1C[C@@H]2CC[C@H](C1)N(Cc1cccc(OCCN3CCOCC3)c1)C2
?	CN1CCN(Cc2nc3c(c(=O)n(C)c(=O)n3C)n2Cc2ccccc2F)CC1
?	O=C(NCC1CCCN(Cc2cccc(-c3ccco3)c2)C1)c1cccs1 (stereo not drawn)
?	O=C(CCS(=O)(=O)Cc1cccc(F)c1)Nc1ccc(F)cc1
?	Cc1cc(=O)n(CC(=O)Nc2cccc(C)c2C)c(N(C)Cc2ccccc2)n1
0.9%	c1ccc(-c2nc(NCc3cc4n(n3)CCCNC4)c3ccccc3n2)cc1
?	N#Cc1cccc(C(=O)N2CCCC(c3nccn3Cc3ccccc3)C2)c1 (stereo not drawn)
9.4%[6.33 µM]	CC(=O)NCCC(=O)N1CCC2(CC1)CN(C(=O)NC(C)C)CCO2
8.91µM*	CCS(=O)(=O)c1ccc(Cc2ccc(S(=O)(=O)CC)cc2)cc1
?	Cc1c(Cl)cccc1NC(=O)Cn1cccc1-c1nc(-c2ccc3c(c2)OCO3)no1
?	CCC(=O)N1Cc2ccccc2CC2(CCCCN2CC2CCNC2)C1 (stereo not drawn)
300.8%[activator]	O=C1NCCCCCCN(Cc2ccc3c(c2)CCO3)[C@H]2CCC[C@@H]12
?	COc1ccc(C(=O)N2CCCN(c3cc(-c4ccc(Cl)cc4)[nH]n3)CC2)c(C)c1
-18.8%	CC(C)c1ccc(C(CNC(=O)c2cc(-c3cccs3)on2)N2CCOCC2)cc1 (stereo not drawn)
1.4%[6.33 µM]	COc1ccc(CN2CCC3(C2)C(=NC2CCCC2)NC(=O)N3c2cccc(OC)c2)cc1 (stereo not drawn)
-2.2%[6.33 µM]	C[S+](=O)([O-])c1ccc(-c2nc(C(=O)N3CCCC3)n3ccncc23)cc1
2.9%	CCC(CC)NC(=O)C1CCN(c2cnn(CCOC)c(=O)c2)C1 (stereo not drawn)
2.4%	Cn1ncc(N2CCCC(CC(=O)O)C2)cc1=O (stereo not drawn)
-8.7%	Cc1cc(-c2nnn(CC(=O)NC(C)C)n2)ccc1F
?	CC1(C)CC(=O)C2=C(C1)OC(N)=C(C#N)C2c1ccc(-c2ccccc2)cc1 (stereo not drawn)
-22.8%	Cc1cc(Cl)ccc1NCC(=O)NC1(C#N)CCCCC1
76.9%&2.5%[activator]	Cc1c(O)ccc2c(CN3CCN(C)CC3)cc(=O)oc12
-11.7%	CCC(C)NC(=O)CSc1nc(-c2ccco2)nc2ccccc12 (stereo not drawn)
55.6%[activator]	Cc1cc(C(=O)N2CCCCC2)cs1
5.7%	CCN(Cc1ccccc1)C(=O)Cn1ccn2nc3c(c2c1=O)CCCC3
2.9%	Cc1ncc2c(c1CNC(=O)c1ccc3c(c1)OCO3)CCN(C(=O)c1cn3ccccc3n1)C2
9.2%	O=C(CN1CCOCC1)Nc1ccc(NC(=O)c2nc(-c3ccccc3)n(-c3ccccc3)n2)cc1
38.9%[activator]	COc1ccc(C)cc1NC(=O)CN1C(=O)C(c2ccccc2)=NC12CCCC2
6.8%[6.33 µM]	O=C1N(c2ccccc2)c2ccccc2C12CCN(Cc1cccnc1)C2 (stereo not drawn)
41.1%[activator][176 µM]	COCCn1c(=O)c2c(n1Cc1ccccc1)CN(Cc1cccc(C)n1)CC2
-38.8%	Cn1cc(CC(=O)N2CCCc3ncc(C(=O)N4CCCC[C@@H]4Cc4ccccc4)cc32)c2ccccc21
14.1%	CCN1CCC2(CCC1=O)CN(C(=O)c1ccc(CSC)o1)CCN2C (stereo not drawn)
16.5%[176 µM]	O=C1NCc2cc(-c3cc4c(ccn4Cc4ccncc4)c(N4CCOCC4)n3)ccc21
-3.7%[176 µM]	COc1ccc(OC)c(CN2CC[C@@H]3OCC(=O)N(c4ccccc4)[C@H]3CC2)c1
-5.3%	Cc1noc(-c2ccc3c(c2)OCO3)c1C(=O)N1CCC(Cc2ccccc2)CC1
55.8%[activator]	FC1(F)C[C@@H](c2nnc(C3CC3)o2)N(C2CCOCC2)C1
-28.1%	CCC(=O)Oc1ccc2cc(-c3nc(-c4ccccc4C)no3)c(=O)oc2c1
-1.2%	Cc1ccc(NC(=O)C(=O)c2c(C)n(C)c3ccccc23)cc1F
24.4%	COCC(=O)N1CCC(C(=O)NCC2COc3cc(OC)ccc3C2)CC1 (stereo not drawn)
21.1%	COc1cc(NC(=O)O[C@@H]2CC[C@]3(C)C(CC[C@@H](O)[C@H]3CC(=O)N3CCC[C@H]3CO)[C@]2(C)CO)cc(OC)c1 (stereo partly drawn)
0.9%	COCCCNC(=O)CCN(CCC(C)C)C(=O)c1ccoc1

Continuation:
ALOX12 inh	Molecule
-25.7%	O=C(O)C1CCC[C@@H]2[C@@H]3CC(CN12)[C@@H]1CCCCN1C3 (stereo partly drawn)
26.6%	CN(Cc1ccccc1)Cc1ccccc1OCC(O)CN1CCCCC1 (stereo not drawn)
18.8%[176 µM]	O=C(C1CCCN1c1nc2ncccc2o1)N1CCCC1 (stereo not drawn)
-16.2%	O=C(N[C@H](c1ccccc1)C1CC(O)C1)c1ccc(-n2cccn2)cc1 (stereo partly drawn)
12.1%	c1ccc(CNc2ncncc2-c2nc(-c3ccccc3)no2)cc1
?	COc1cc(CNc2nc(-c3c(C)noc3C)cc3cc(CN(C)C)oc23)cc(OC)c1
71.4%[activator]	CSCCC(=O)NC1CC(=O)N(Cc2cccc(F)c2)C1 (stereo not drawn)
-14.5%	Cc1ccc(CSc2nc3ccncc3n2Cc2ccc(C(=O)NCCN3CCCC3)cc2)cc1
2.4%[176 µM]	CN(C(=O)[C@@H]1C[C@@H](c2ccc(F)cc2)N(CCOc2ccccc2)C1)c1cccnc1
13.5%	CCS(=O)(=O)N(C)CCCNC(=O)c1cn(C)c2ccccc12
14.7%	O=C1Nc2ccc(-c3cccc(C(F)(F)F)c3)cc2C(=O)N2CCN(C(=O)COc3ccccc3)C[C@H]12
1.7%	Nc1cc(=O)[nH]c(SCc2ccccc2F)n1
41.4%[activator]	CCc1nnsc1C(=O)NCC1(c2ccc(F)cc2)CC1
-3.9%	COC1C(=O)N(C2CCN(C(=O)Cc3cccc(F)c3)CC2)C12CCOCC2 (stereo not drawn)
-33.5%	COC(=O)C1=CN(Cc2ccc(F)cc2)C=C(C(=O)OC)C1c1ccccc1OCc1ccccc1
6.6%[176 µM]	CCCCc1cc(C[C@@H]2C[C@H](NC(=O)C(C)(C)C)C2(C)C)no1
?	CO[C@H]1C(=O)N(C2CCN(C(=O)CCn3cccn3)CC2)[C@H]1c1ccncc1
-23.4%	C[C@@H]1CN(C(=O)OC(C)(C)C)CCN1c1ccc(N2CC[C@@H](O)C2)c(C#N)c1
-5.4%	CCc1ccc(C2CC(=O)Nc3c2c(C)nn3-c2nncc(-c3ccc(F)cc3)n2)cc1 (stereo not drawn)
?	O=C(O)C1CC=CCC1c1nc2ccccc2s1 (stereo not drawn)
?	Cc1noc2c(NCC3CCOCC3)cc(-c3ccc(Cl)cc3)nc12
1.4%	COc1ccc(CC(=O)Nc2ccc([C@H]3OCC(=O)N(Cc4ccc(F)cc4)[C@@H]3CO)cc2)cc1
15.3%	Cn1c(=O)c2c(ncn2Cc2cccc(OCC(F)(F)F)c2)n(C)c1=O
17.5%	CCn1nnnc1SCc1nnc(-c2c(-c3ccccc3)noc2C)o1
?	COc1ccc2nc(C[C@@H]3C[C@@H](C(C)C)[C@H](CNC(=O)CC(C)(C)CC(=O)O)C=C3C)[nH]c2c1
36.9%[activator]	CCOc1ccc2c(=O)c(-c3ccc(OC)c(OC)c3)coc2c1
34.5%[activator]	COCCNC(=O)[C@@H]1C[C@H](Oc2ccccc2)CN1C(=O)c1sc(C)nc1C
?	O=C(NC[C@H]1O[C@@H](CO)[C@@H](O)[C@H]1N1CCCCC1)c1ccccc1
-21.3%	COC(=O)CCCNC(=O)C12CC3CC(CC(C3)C1)C2
-27.6%	CSc1ccc(C)c(C(=O)NCC2CC2)c1

Quoted from the results shown (seven entries):
ALOX12 inh	Molecule
17.5%	CCn1nnnc1SCc1nnc(-c2c(-c3ccccc3)noc2C)o1
?	COc1ccc2nc(C[C@@H]3C[C@@H](C(C)C)[C@H](CNC(=O)CC(C)(C)CC(=O)O)C=C3C)[nH]c2c1
36.9%[activator]	CCOc1ccc2c(=O)c(-c3ccc(OC)c(OC)c3)coc2c1
34.5%[activator]	COCCNC(=O)[C@@H]1C[C@H](Oc2ccccc2)CN1C(=O)c1sc(C)nc1C
?	O=C(NC[C@H]1O[C@@H](CO)[C@@H](O)[C@H]1N1CCCCC1)c1ccccc1
-21.3%	COC(=O)CCCNC(=O)C12CC3CC(CC(C3)C1)C2
-27.6%	CSc1ccc(C)c(C(=O)NCC2CC2)c1

Arranged by value in ALOX12 inh (rising): some entries from above
ALOX12 inh	Molecule
-21.3%	COC(=O)CCCNC(=O)C12CC3CC(CC(C3)C1)C2
-16.2%	O=C(N[C@H](c1ccccc1)C1CC(O)C1)c1ccc(-n2cccn2)cc1 (stereo partly drawn)
-3.9%	COC1C(=O)N(C2CCN(C(=O)Cc3cccc(F)c3)CC2)C12CCOCC2 (stereo not drawn)

Remaining list, next part.
ALOX12 inh	Molecule
33.4%	Cc1nc(-c2c3n(c(=O)n(Cc4cc(F)ccc4F)c2=O)CCCCC3)no1
1.4%	O=C(NC1CCCCC1)C1CC1c1ccccc1 (stereo not drawn)
55.1%[activator]	Cc1noc(C)c1S(=O)(=O)N1CCC2(CC1)CCC(O)(CN(C)C)CC2
57.3%[activator]	COCC(=O)N1CCN(S(=O)(=O)c2ccccc2)C[C@@H]1C(=O)N[C@H](Cc1cccnc1)C(=O)OC
2.2%	Cc1ccc(C)c(N2CCN(C(=O)CCn3ccn4nc5c(c4c3=O)CCCC5)CC2)c1
10.6%	O=S(=O)(c1cc(Cl)ccc1Cl)N1CCCC1c1nnc2ccccn12 (stereo not drawn)
2.9%	CC(=O)c1c[nH]c(C(=O)NCC(=O)Nc2cccc3c(=O)[nH][nH]c(=O)c23)c1
-6.7%	CCn1c(=O)c(-c2noc(C(=O)N3CCC(c4ccccc4)C3)n2)nn(-c2ccccc2)c1=O (stereo not drawn)
-1.4%[6.33 µM]	O=S1(=O)NCC2(CCN(Cc3ccc(Cl)s3)CC2)Oc2ncccc21
?	CCn1nc(CC(C)C)cc1C(=O)N(C)C1CCCN(C2Cc3ccccc3C2)C1 (stereo not drawn)
54.4%[activator]	COC(=O)c1cc(CN2CCCC(O)(CN(C)C)C2)ccc1O (stereo not drawn)
9.1%	CS(=O)(=O)c1ccc(CN2CCC[C@H]2c2nc(-c3ccc(N4CCC(C(N)=O)CC4)nc3)no2)cc1
-8.5%[176 µM]	CC1=C[C@@H](CNC(=O)Cn2cnnn2)[C@H](C(C)C)C[C@H]1Cc1nc2ccncc2[nH]1
-26.4%	Cc1ccc2c(c1)Cc1cc3cccc(C)c3nc1-2
-1.6%	CO[C@H](C)[C@H](N)C(=O)N1CCC(c2cc(Cc3ccccc3)[nH]n2)CC1
27.5%	O=C1c2c(nc(COc3ccc(Cl)cc3)n2Cc2ccccc2)NCCN1CC1CCOCC1
13.1%	Cc1ccc(OCCn2c(CN3CCOCC3)nc3scc(-c4cccs4)c3c2=O)cc1
0.9%	O=C(CN1CCCCCC1=O)NC1CCCc2nc(-c3cccnc3)ncc21 (stereo not drawn)
9.1%	CCCCCn1nc(C(=O)Nc2ccc3c(c2)CCC3)c2ccccc2c1=O
44.7µM*	CC(=O)c1c(C)[nH]c(C(=O)C(C)Sc2ccc(F)c(Cl)c2)c1C (stereo not drawn)

The list is partial; the hit share may differ from the screen's.
